KB-3-1 tox = KB-3-1 parental cell cytotoxicity. Potency, µM (top dose mostly 46.1 µM), for inactives: at the top dose activity change, negative = cytotoxic, usual class: cytotoxic. 400,000 compounds, 1.4% hits. AID 1347075. KB-3-1 viability, CellTiter-Glo ATP luminescence, 72 h; also: potency is read from the fitted curve at half-maximal effect; % is scaled to controls: 0 for no effect and ±100 for the full control effect; nearly all actives have a fitted effect of over 60% in size
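Parental KB-3-1 adenocarcinoma cells in phenol-red-free DMEM with 10% FBS were pin-treated with compounds at several concentrations, incubated 72 h at 37 °C, and viability read by CellTiter-Glo luminescence; concentration-effect curves were fitted after normalization.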
ATXN2 expr inh = reduces ATXN2 reporter expression in HEK-293 cells | 360,000 compounds, 0.72% hits | AID 1745845 | HEK-293 ATXN2-luciferase reporter, luminescence, 24 h | Potency, µM (highest dose often 57 µM), for the others: at the highest dose activity change, negative = inhibition, usual class: inhibitors; also: potency is read from the fitted curve at half-maximal effect; % is scaled to controls: 0 for no effect and ±100 for the full control effect; nearly all actives have a fitted effect of over 55% in size
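qHTS (up to 57 uM final) was run with 24 h compound exposure of reporter cells at 37 °C. Each well was multiplexed: SteadyGlo luminescence measured ATXN2-luciferase expression after a fluorogenic Gly-Phe-AFC viability readout (25 uM final).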
MCF10A rereplic = induces DNA re-replication in MCF 10a normal breast cells; MCF 10A DNA re-replication, Hoechst nuclear intensity, 48 h; 350,000 compounds, 2.9% hits; Potency, µM (titrated, usually from 46.1 µM), inactives show top-dose activity, positive = re-replication, usual class: activators; AID 624296; also: potency is read from the fitted curve at half-maximal effect; % of control where 0% means no effect; nearly all actives have a fitted effect of over 50% in size
HT1080-NT tox = kills 2HG-producing HT-1080-NT fibrosarcoma cells; Potency, µM (doses to about 46.1 µM), for the others: at the highest dose activity, negative = less viability, usual class: cytotoxic; 360,000 compounds, 1.6% hits; HT-1080-NT fibrosarcoma viability, CellTiter-Glo ATP luminescence, 48 h;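 also: NT is the 2HG producing partner of a matched IDH1 knockdown line; potency is read from the fitted curve at half-maximal effect; 0% = DMSO-treated cells and -100% = media-only wells without cells; nearly all actives have a fitted effect of over 55% in size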
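A 48-hour cytotoxicity screen used HT-1080-NT cells plated 2 hours before compound delivery. ATP-based CellTiter-Glo luminescence measured viability, normalized to DMSO and no-cell controls.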
HT1080 IDH1KD tx = toxicity to HT-1080 IDH1 knockdown cells (counter line); HT-1080 IDH1 knockdown viability, ATP luminescence, 48 h; Potency, µM (highest dose often 46.1 µM), for inactives: at the top dose activity, negative = toxicity, hits mostly cytotoxic; 360,000 compounds, 2% hits;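 also: potency is read from the fitted curve at half-maximal effect; 0% = DMSO wells and -100% = cell-free medium wells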
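Luminescent ATP read-out (CellTiter-Glo, 10 min at room temperature) after 48 h compound exposure at 37 °C gave viability of IDH1-knockdown HT-1080 cells. Activity was normalised to DMSO and cell-free wells, then fitted as concentration-response curves.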
SW480 rerep = induces DNA re-replication in SW480 colon adenocarcinoma cells; SW480 DNA re-replication, Hoechst DNA content imaging, 48 h; Potency, µM (titrated, usually from 46.1 µM), inactives show at the highest dose re-replication activation, most hits filed as activators; 340,000 compounds, 1.8% hits; AID 624297; also: potency is read from the fitted curve at half-maximal effect; % of control where 0% means no effect; nearly all actives have a fitted effect of over 55% in size
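Readout is total intensity of Hoechst-stained nuclei, excited at 405 nm and collected at 500-530 nm. Compound treatment lasted 48 hr at 37 C in 5% CO2 before staining.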
IL-1B inflam inh = blocks inflammasome-driven IL-1 beta release; activity change, % at 57.5 µM; THP-1 LPS/ATP IL-1B secretion, AlphaLISA, 16 h; active compounds read low; 360,000 compounds, 4.7% hits; in the data active = activity change below about -50%; inconclusive = mostly about -30% to -49%; also: % is scaled to controls: 0 for no effect and ±100 for the full control effect
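THP-1 cells pretreated 1 hr with compounds (up to 57.5 uM final), then stimulated with LPS (250 ng/mL final) plus ATP (1.25 mM final); secreted IL-1B measured by AlphaLISA after 16 hr, decreased signal indicating inhibition.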
KB-V1 MDR tox = KB-V1 MDR subline cytotoxicity; AID 1347076; 400,000 compounds, 3.4% hits; Potency, µM (highest dose often 46.1 µM), without a hit: at the highest dose activity change, negative = cytotoxicity, most hits filed as cytotoxic; KB-V1 MDR cells viability, CellTiter-Glo, 72 h; also: potency is read from the fitted curve at half-maximal effect; % is scaled to controls: 0 for no effect and ±100 for the full control effect; nearly all actives have a fitted effect of over 60% in size
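Compound-treated KB-V1 multidrug-resistant cells, 72 h, 37 degrees C; viability by CellTiter-Glo. Fitted qHTS curves give the values.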
ATXN viability = viability counter-screen for ATXN expression inhibitors; S2 cells (HEK-293 line with an ATXN2-luciferase reporter) viability, CellTiter-Fluor protease fluorescence, 24 h; Potency, µM (doses to about 56.7 µM), usual class: cytotoxic; 400,000 compounds, 0.49% hits; AID 651635; also: potency is read from the fitted curve at half-maximal effect; nearly all actives have a fitted effect of over 40% in size
* = called active by the depositor; i = inactive; ? = inconclusive; nt = no result given; [ ] = remark or other dose. Unless noted, calls follow the shape of the dose curve; as a rule, active = well fitted curve in the direction sought with a large enough effect; inconclusive = small, poorly fitted or top-dose-only effect, or another doubt; inactive = no such curve, though single readings can be large; an effect the other way counts as inactive or inconclusive.

smiles | SW480 rerep | ATXN2 expr inh | ATXN viability | KB-V1 MDR tox | IL-1B inflam inh | HT1080 IDH1KD tx | HT1080-NT tox | KB-3-1 tox | MCF10A rereplic
O=C(NCc1ccccc1)c1ccccc1 | -10% | 12% | i | 14% | 3 | 8% | -11% | 13% | -1%
Cn1c(=O)[nH]c(=O)c2c1nc(N1CCN(CCO)CC1)n2Cc1ccccc1 | nt | -12% | ? | 1% | -8 | 21% | 14% | -6% | nt
COc1ccc(CN2CC(C(=O)NCCCN3CCN(C)CC3)CC2=O)cc1 (configuration not stated) | -11% | -9% | i | 0% | 0 | 7% | -2% | 8% | ?
COc1ccc(C(=O)N[C@H](C(=O)OCc2cc(=O)oc3cc(C)ccc23)C(C)C)cc1 | 1% | 4% | i | -1% | -14 | 3% | 2% | -4% | -1%
CC(C)(C)OC(=O)N[C@@H](Cc1ccccc1)C(=O)N1CCC(C(=O)N[C@@H](CCC(N)=O)C(=O)O)CC1 | -22% | nt | i | -5% | -1 | -8% | -2% | 1% | 1%
Cc1ccc(NC(=O)CSc2nnnn2C2CCCC2)cc1S(=O)(=O)N1CCOCC1 | -7% | -14% | i | -28% | 0 | -3% | -3% | -6% | -4%
COc1ccc(C2/C=C\CN(C(=O)C3CCCC3)[C@H](Cc3ccccc3)C(=O)N2Cc2ccc(F)cc2)cc1 (some centres not stated) | 10% | -37% | i | ? | -22 | -22% | -17% | -32% | ?
COCCN=c1scc(-c2ccc3c(c2)NC(=O)CO3)n1/N=C(\C)c1ccc(O)cc1 | ? | 0% | ? | -29% | -61* | ? | ? | ? | ?
O=C(CCN1CCN(Cc2ccccc2)CC1)NNC(=O)Nc1cccc(C(F)(F)F)c1 | -4% | -17% | i | 8% | 0 | -3% | -10% | -2% | ?
COc1ccc(S(=O)(=O)N2CCOCC2)cc1NC(=O)c1ccc(=O)[nH]c1 | -4% | 3% | i | 26% | 11 | 10% | 19% | -7% | -3%
CN1CCN(c2nc3c(c(=O)n(C)c(=O)n3C)n2CCSc2nc3ccccc3s2)CC1 | -4% | 6% | i | -3% | -12 | 6% | 8% | 12% | -1%
O=C(CNCC1CCCO1)Nc1ccccc1N1CCCCCC1 (configuration not stated) | -3% | -1% | i | 6.5µM* | 8 | 1% | 5% | 8% | 14%
CC(=O)c1c2c3c(cccc3n(C)c1=O)C(=O)c1ccccc1-2 | 4% | nt | i | -8% | 10 | -1% | -1% | -1% | 12%
O=C(c1ccccc1)N(CCCn1ccnc1)C(c1ccccc1)c1nc2ccccc2[nH]1 (configuration not stated) | nt | 33%[activator] | ? | -1% | 4 | 3% | 5% | 0% | nt
Cc1cc(=O)n2nc(-c3ccccc3)sc2n1 | -15% | 10% | i | 8% | -12 | -2% | -8% | 8% | -1%
COc1cc(/C=N\N=C2/SC(CC(=O)O)C(=O)N2c2ccc(O)cc2)ccc1O (configuration not stated) | 1% | -7% | i | 10% | 17 | 8% | 16% | -6% | -1%
Cc1occc1C(=O)Nc1ccccc1NC(=O)c1ccoc1C | 2% | -4% | i | -1% | -10 | -3% | -4% | -5% | 5%
Cc1ccc(C(=O)NC2CCN(CC(=O)Nc3cccc([N+](=O)[O-])c3)CC2)cc1 | 0% | -9% | i | ? | -6 | -9% | -26% | 9% | 9%
CC(=O)Nc1ccc(S(=O)(=O)Nc2nc3ccccc3s2)cc1 | -2% | -10% | i | 5% | ? | -2% | -21% | -1% | 18%
O=C(N/N=C/C=C\c1ccccc1[N+](=O)[O-])c1cc(-c2ccccc2)nc2ccccc12 | ? | -10% | i | -7% | -20 | ? | -16% | ? | 21%

Reprinted at random: 2 entries already listed
smiles | SW480 rerep | ATXN2 expr inh | ATXN viability | KB-V1 MDR tox | IL-1B inflam inh | HT1080 IDH1KD tx | HT1080-NT tox | KB-3-1 tox | MCF10A rereplic
Cn1c(=O)[nH]c(=O)c2c1nc(N1CCN(CCO)CC1)n2Cc1ccccc1 | nt | -12% | ? | 1% | -8 | 21% | 14% | -6% | nt
COc1ccc(C(=O)N[C@H](C(=O)OCc2cc(=O)oc3cc(C)ccc23)C(C)C)cc1 | 1% | 4% | i | -1% | -14 | 3% | 2% | -4% | -1%

Continued.
smiles | SW480 rerep | ATXN2 expr inh | ATXN viability | KB-V1 MDR tox | IL-1B inflam inh | HT1080 IDH1KD tx | HT1080-NT tox | KB-3-1 tox | MCF10A rereplic
CC1(C(=O)Nc2cnc3ccccc3c2)CCN1Cc1ccc(-c2ccccc2)o1 (configuration not stated) | nt | -6% | i | ? | -22 | 1% | -21% | -23% | nt
CCCN(CCC)C(=O)C1CCCN(S(=O)(=O)c2cc(Br)cc3c2N(C(=O)CC)CC3)C1 (configuration not stated) | nt | -10% | i | 11% | nt | nt | nt | 2% | nt
Cc1nc2ccccc2n1CC(=O)c1ccccc1 | 2% | nt | i | -17% | 21 | -8% | -2% | -16% | 0%
CCc1cccc(CC)c1NC(=S)Nc1ccc2cn[nH]c2c1 | 3% | -10% | i | 0% | -26 | 1% | 0% | 0% | -17%
NCCCn1c(C(=O)c2cc(Cl)c(N)c(Cl)c2)c2ccccc2[n+]1[O-] | -10% | 25% | ? | -20% | 2 | 0% | -3% | -6% | -27%
O=C(OCc1nnc(-c2ccccc2)o1)c1cn(-c2ccccc2)nc1-c1ccccc1 | 2% | -20% | i | 0% | -6 | -4% | -3% | -18% | 2%
CNC(=O)c1sc(-c2cccnc2)nc1C | 0% | 11% | i | 9% | -4 | 0% | 2% | -2% | 1%
O=C(O)c1ccccc1-c1cc2ccccc2[nH]1 | -16% | -7% | ? | 0% | 14 | 10% | 21% | -7% | -1%
COc1cc(OC)c2c(-c3ccccc3)cc(=O)oc2c1C(CCN1CCCC1)c1ccc2c(c1)OCO2 (configuration not stated) | 0% | 0% | ? | -16% | -21 | ? | -22% | -8% | -1%
N#Cc1c(SCc2ccc(Cl)cc2)sc(C(=O)c2ccccc2)c1N | 11% | -4% | i | ? | 15 | -3% | -7% | -3% | -15%
O=[N+]([O-])c1ccccc1N/N=C/c1ccc2c(c1)OCO2 | 18% | 50%[activator] | i | ? | 5 | 0% | 7% | -19% | 3%
Cc1[nH]nc2c1C(c1cn[nH]c1-c1ccc(F)cc1)C(C#N)=C(N)O2 (configuration not stated) | -2% | 1% | i | -7% | -80* | -16% | -21% | 0% | ?
Cc1ccc(C(=O)c2c(N)c(C(=O)Nc3cccc(C(F)(F)F)c3)c3ccccn23)cc1 | nt | 4% | i | -25% | nt | nt | nt | 4% | nt
CCNC(=S)N1CCN(CC(=O)Nc2ccc(Br)cc2)CC1 | -5% | -5% | ? | -5% | 30 | 11% | 9% | 6% | -1%
CCc1ccc(/C=C2\SC(=S)N(CCCC(=O)Nc3ccccc3C(=O)O)C2=O)cc1 | 3% | -31% | i | ? | 25 | ? | 0% | 24% | 14%
N#Cc1c(-c2ccc(Cl)cc2)ccn2nc(C3CCCCC3)nc12 | -1% | 25% | i | -12% | 11 | 15% | 7% | 1% | ?
CC1CCc2nc(NC(=O)Cc3ccc(Cl)cc3)sc2C1 (configuration not stated) | nt | 16% | i | 5% | nt | nt | nt | 16% | nt
CC(=O)c1c(C)[nH]c(C(=O)OCc2cccc(C)c2)c1C | -10% | 43%[activator] | i | ? | 15 | -21% | -11% | ? | 19%
CN1CCN(C(c2ccc(C(F)(F)F)cc2)c2ccc3cccnc3c2O)CC1 (configuration not stated) | ? | 7.9µM* | ? | -9% | -85* | ? | -21% | -11% | ?
O=C(COC(=O)C1CCCC1)Nc1ncc(Cl)cc1Cl | -3% | 1% | i | 2% | 11 | 4% | -1% | -2% | 2%
CSc1cccc(NC(=O)CN(C)S(=O)(=O)c2ccc(C)cc2)c1 | -1% | -13% | i | -9% | -11 | -2% | -11% | -20% | -4%
COc1ccccc1N1CCN(c2ccc(-c3nc(-c4ccccc4C)no3)cc2[N+](=O)[O-])CC1 | nt | 35% | i | 1% | nt | nt | nt | 7% | nt
CC(=O)c1ccc(OC2(C)CCN(Cc3ccc(C)cc3)C2)cc1 (configuration not stated) | nt | -9% | i | 0% | 15 | 0% | -2% | 0% | nt
COC(=O)c1ccc(C)c(NC(=O)C2CC(=O)N(C3CCCC(C)C3C)C2)c1 (configuration not stated) | ? | -24% | i | 9% | 8 | -3% | 1% | ? | -9%
Cc1sc(N)nc1-c1ccc(Oc2ccccc2)cc1 | 1% | nt | ? | -1% | -17 | 1% | 0% | 0% | 1%
COc1cc(Br)ccc1NC(=O)c1ccccc1-c1ccccc1C(=O)O | -4% | -20% | i | 18% | 11 | 5% | -6% | 20% | 3%
O=C(O)C/C(=C\c1cc(Br)cs1)c1nc2ccccc2o1 | -2% | 25% | i | -5% | 18 | 1% | 1% | -5% | 5%
CCN1CCN(CCCNC(=O)CNC(=O)c2nn(-c3ccc(OC)cc3)c(=O)c3ccccc23)CC1 | 6% | -1% | i | ? | -28 | 6% | 2% | 11% | -1%
CC1(C(=O)Nc2ccc3c(c2)OCCO3)CCC(=O)N1CC(F)(F)F (configuration not stated) | nt | 5% | i | -13% | 9 | 17% | 13% | 0% | nt
CC(C)CCN1CCN(Cc2cccn2-c2nccs2)CC1CCO (configuration not stated) | -10% | -8% | i | 2% | -4 | 1% | 1% | -4% | -4%
COc1ccc(CN(Cc2cc3cc(OC)c(OC)cc3[nH]c2=O)C(=O)NC2CCCCC2)cc1 | -7% | 1% | i | ? | 0 | -1% | -1% | 21% | 0%
CC(=O)N1CCN=C1SCc1ccccc1F | -11% | 3% | i | 25% | -2 | 5% | 10% | 5% | -7%
CCc1ccc(Cc2cnc(NC(=O)C3=NCCN3)s2)cc1 | 0% | -15% | i | -24% | 35 | -18% | -17% | -20% | 0%
O=C(NN=Cc1cc(Br)c(O)c(Br)c1)c1ccccc1NS(=O)(=O)c1cccs1 | 8% | -1% | i | 0% | 26 | 0% | 1% | 9% | 20%
